Screening data: PubChem BioAssay, National Center for Advancing Translational Sciences (NCATS)
WRN helicase inh: qHTS for Inhibitors of WRN Helicase. 360,000 compounds, 0.46% hits. AID 651768, 2012. WRN helicase unwinding, fluorescent forked duplex, kinetic. Bifunctional 3'-5' exonuclease/ATP-dependent helicase WRN (Homo sapiens), Q14191. Potency, µM (highest dose often 114 µM), for inactives: top-dose activity change, negative = inhibition, most hits filed as inhibitors; also: potency is read from the fitted curve at half-maximal effect; % is scaled to controls: 0 for no effect and ±100 for the full control effect; nearly all actives have a fitted effect of over 55% in size
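Fluorescence dequenching readout, ex 525 nm/em 598 nm, kinetic mode: forked duplex DNA (100 nM final) with adjacent fluorophore and quencher unwound by WRN (20 nM final) with 2 mM ATP. Compound preincubation 15 min, room temperature.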
IL-2 act: qHTS of IL-2 Activators | IL-2 activation reporter assay, cell-based qHTS; stimulated with anti-CD3/CD4/CD28 beads; in transgenic mouse T cells | activation, % (series mostly up to about 46 µM) | 360,000 compounds, 0.065% hits; in the data active = activation above about 50%; inconclusive = mostly about 30% to 49%; also: 0% is about no effect
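Using fluorescent plate cytometry, EGFP and DsRed are detected in transgenic mouse T cells stimulated 18 h at 37 degrees C with antibody-coated beads after 60 min compound pretreatment.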
Abeta yeast res: qHTS for compounds that reverse cellular toxicity of Amyloid beta (A-beta) peptide in yeast: Primary Screen | yeast expressing A-beta42, growth rescue, OD600, 48 h; response scale: 0% DMSO, 100% iron-clioquinol control | 410,000 compounds, 0.063% hits | Potency, µM (doses to about 46.1 µM), for inactives: at the top dose growth rescue, most hits filed as activators | AID 1347071, 2019; also: potency is read from the fitted curve at half-maximal effect; nearly all actives have a fitted effect of over 55% in size
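Yeast growth medium received pinned compounds, then yeast cells expressing toxic A-beta were added; plates incubated at 30 C for 48 hr. Growth read as absorbance at 600 nm, normalized to DMSO and equimolar FeCl3 plus clioquinol controls.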
PI5P4Ka inh: qHTS for Inhibitors of phosphatidylinositol 5-phosphate 4-kinase (PI5P4K); max response, %; AID 652105, 2013; 330,000 compounds, 1.2% hits; Phosphatidylinositol 5-phosphate 4-kinase type-2 alpha (Homo sapiens), P48426; PI5P4Kalpha enzyme, ADP-Glo luminescence, 60 min; hits give low values; active = max response of -50% or lower; inconclusive = between -30% and -50%; inactive = -30% or higher; also: value at the top dose of about 77 µM; % is scaled to controls: 0 for no effect and ±100 for the full control effect
Target sequence (P48426 whole entry, looked up): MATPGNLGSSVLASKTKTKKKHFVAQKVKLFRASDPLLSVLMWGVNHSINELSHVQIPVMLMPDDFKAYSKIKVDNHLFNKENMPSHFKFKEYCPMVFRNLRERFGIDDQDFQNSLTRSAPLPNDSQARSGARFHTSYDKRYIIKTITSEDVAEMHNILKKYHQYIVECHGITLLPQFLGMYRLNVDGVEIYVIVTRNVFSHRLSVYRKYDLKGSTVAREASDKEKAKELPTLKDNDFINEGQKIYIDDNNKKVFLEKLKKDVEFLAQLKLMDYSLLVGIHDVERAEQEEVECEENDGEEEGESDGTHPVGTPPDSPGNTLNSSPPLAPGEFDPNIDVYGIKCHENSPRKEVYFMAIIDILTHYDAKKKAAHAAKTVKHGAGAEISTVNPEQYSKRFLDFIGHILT
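Controls without substrate or without enzyme flank wells where PI5P4Kalpha converts substrate using 5 microM ATP (final). Incubation lasts 60 minutes at room temperature; ADP formed is read by ADP-Glo luminescence.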
FUS yeast rescue: qHTS for Suppressors of FUS Proteinopathy: Primary screen using FUS-linked yeast assay; S. cerevisiae FUS-expressing, growth rescue, OD600, 24 h; Potency, µM (highest dose often 76.6 µM), inactives show at the highest dose growth rescue (activation), most hits filed as activators; 390,000 compounds, 0.24% hits; AID 1347120, 2019;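 also: potency is read from the fitted curve at half-maximal effect; plate controls were DMSO vehicle for no effect and reference control for full effect; nearly all actives have a fitted effect of over 55% in size; some results filed as inactive show a strong effect at the top dose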
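Steps: raffinose overnight preculture; dilution to OD 0.005 in 2% galactose minimal medium; compound addition (concentration series); 24hr at 30C, 99% humidity; absorbance read at 600 nm.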
PLK1 PBD inh: qHTS for Inhibitors of PLK1-PDB (polo-like kinase 1 - polo-box domain): Primary Screen; AID 720504, 2013; 360,000 compounds, 2.8% hits; Plk1 PBD binding of FITC phosphopeptide, fluorescence polarization; Potency, µM, without a hit: max response, negative = inhibition, actives largely listed as inhibitors; also: potency is read from the fitted curve at half-maximal effect; series mostly up to about 57 µM; % is scaled to controls: 0 for no effect and ±100 for the full control effect; nearly all actives have a fitted effect of over 65% in size
Target sequence (P53350 whole entry, looked up, the tested form may be a part): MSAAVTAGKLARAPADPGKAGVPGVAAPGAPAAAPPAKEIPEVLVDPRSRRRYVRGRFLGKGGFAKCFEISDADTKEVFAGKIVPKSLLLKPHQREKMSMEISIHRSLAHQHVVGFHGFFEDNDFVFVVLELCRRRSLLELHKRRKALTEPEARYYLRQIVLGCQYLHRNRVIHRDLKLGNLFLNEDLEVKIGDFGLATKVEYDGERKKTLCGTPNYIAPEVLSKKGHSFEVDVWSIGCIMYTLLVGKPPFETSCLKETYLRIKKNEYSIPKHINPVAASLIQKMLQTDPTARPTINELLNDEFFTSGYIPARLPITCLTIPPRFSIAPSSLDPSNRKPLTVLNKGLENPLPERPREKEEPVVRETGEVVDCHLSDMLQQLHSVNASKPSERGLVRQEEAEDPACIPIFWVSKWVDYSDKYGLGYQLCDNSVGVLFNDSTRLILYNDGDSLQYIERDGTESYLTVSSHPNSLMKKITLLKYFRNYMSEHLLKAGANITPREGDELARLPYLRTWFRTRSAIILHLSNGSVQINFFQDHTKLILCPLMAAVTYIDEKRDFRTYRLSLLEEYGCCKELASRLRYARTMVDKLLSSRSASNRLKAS
EPAC1 agonist: qHTS for Agonist of cAMP-regulated guanine nucleotide exchange factor 3 (EPAC1): primary screen; Rap guanine nucleotide exchange factor 3 (Homo sapiens), O95398; EPAC1 agonist qHTS, biochemical assay; response scale: 100% = response to 6.5 mM cAMP; Potency, µM (top dose mostly 154 µM), inactives show at the top dose activation, actives largely listed as activators; 360,000 compounds, 0.073% hits; also: potency is read from the fitted curve at half-maximal effect; nearly all actives have a fitted effect of over 60% in size
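Nucleotide exchange by EPAC1 (100 nM) on Rap1B–BODIPY-GDP (250 nM) in the presence of 50 uM GDP is tracked fluorescently at 480/540 nm over 30 min. Signals are normalized to a 6.5 mM cAMP control.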
EPAC1 antag: qHTS for Antagonist of cAMP-regulated guanine nucleotide exchange factor 3 (EPAC1): primary screen; EPAC1 GEF assay, Rap1b-BODIPY-GDP exchange fluorescence; Potency, µM (highest dose often 115 µM), without a hit: top-dose activity change, negative = inhibition, most hits filed as inhibitors; Rap guanine nucleotide exchange factor 3 (Homo sapiens), O95398; AID 720709, 2013; 360,000 compounds, 0.14% hits;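 also: potency is read from the fitted curve at half-maximal effect; plate controls were vehicle for no effect and positive control for full effect; nearly all actives have a fitted effect of over 50% in size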
Starred values were filed as active, the others as inactive; ? = inconclusive; · = not tested or not shown; & = joins results of further samples; [ ] = remark or other dose. Unless noted, calls follow the shape of the dose curve; as a rule, active = well fitted curve in the direction sought with a large enough effect; inconclusive = small, poorly fitted or top-dose-only effect, or another doubt; inactive = no such curve, though single readings can be large; an effect the other way counts as inactive or inconclusive.

structure,WRN helicase inh,IL-2 act,Abeta yeast res,PI5P4Ka inh,FUS yeast rescue,PLK1 PBD inh,EPAC1 agonist,EPAC1 antag
Cc1cc(C)cc(N(C(=O)c2csnn2)C(C(=O)NC2CCCCC2)c2cccnc2)c1 (stereo not given),-5%,-1.5,-6%,3,20%,-2%,-18%,-11%
O=S(=O)(c1ccccc1)N1CN(Cc2ccc(F)cc2)c2nc3ccccc3nc21,-3%,-3.4,3%,15,-1%,2%,0%,-16%
Cc1ccc(C)c(N2CCN(C(=O)CCc3nc(-c4ccc(Cl)cc4)no3)CC2)c1,-11%,0.2,12%,38,44%,-11%,-3%,-5%
CCNc1nc(NC(C)C)nc(N(C#N)C(C)C(=O)N(C)C)n1 (stereo not given),-9%,0.1,?,4,19%,-4%,-4%,-5%
COc1ccccc1NC(=O)c1ccc(NS(=O)(=O)c2ccc(F)c(F)c2F)cc1,-5%,-2.7,14%,-26,-8%,-11%,8%,-12%
Cc1ccc(CNc2oc(-c3cccs3)nc2C#N)cc1,-15%,-1.4,19%,·,1%,3%,?,-10%
CCOC(=O)CSc1nnc(CNC(=O)Cc2ccccc2)n1C,-11%,6.0,-1%,·,10%,-6%,5%,0%
Cc1ccccc1OCCn1cc(C(=S)N2CCN(C)CC2)c2ccccc21,-9%,-0.7,2%,5,7%,4%,12%,-6%
CCOC(=O)C1C(c2ccc(OC)c(OC)c2)c2c([nH][nH]c2=O)CC1(C)O (stereo not given),-1%,-1.8,-14%,0,?,?,-12%,-13%
COc1ccccc1CC(NC(C)=O)C(=O)NC1CCN(C(=O)c2cccc(Cl)c2)CC1 (stereo not given),0%,0.0,-15%,2,10%,-3%,3%,3%
COc1ccccc1Nc1nc(N2CCOCC2)nc(N2CCOCC2)n1,4%,-3.1&-0.4,3%&7%,-1,-6%&-29%,-18%,9%&2%,-27%&7%
CN(C)C1(CNC(=O)C2CCN(S(=O)(=O)c3cc(Cl)ccc3Cl)CC2)CCCCC1,-10%,-2.4,1%,6,·,-3%,7%,-9%
O=C(Nc1cccc([N+](=O)[O-])c1)c1cc2ccccc2cc1O,-22%,-2.7,-3%,-19,-5%,?,3%,-26%
O=C(N/N=C/c1ccc(O)cc1)NC12CC3CC(CC(C3)C1)C2,-1%,-4.8,-14%,-5,16%,1%,3%,-22%
COc1cccc(C(=O)O/N=C(\N)c2ccccn2)c1OC,9%,0.1,-38%[inhibitor],-23,-24%,24µM*,-7%,-6%
Cc1cccc(NC(=O)COC(=O)Cc2c[nH]c3ccccc23)c1C,-28%,-0.1,12%,9,·,-13%,-4%,-13%
COc1ccc(CC(C)N2CCN(Cc3ccccc3)CC2)c(OC)c1 (stereo not given),-3%,-1.4,-4%,·,-15%,-5%,2%,0%
Cc1cc(=O)n2ccccc2c1C#N,-6%,-0.1,21%,·,10%,-3%,0%,-10%
CNC(=O)c1cc2cccc(OC)c2oc1=O,-3%,-0.2,-2%,-4,48%,-9%,0%,-15%
Nc1ccc(S(=O)(=O)Nc2ccnn2-c2ccccc2)cc1,8%,0.4,-13%,3,-31%,-1%,-4%,4%
CCN(CC)C(=S)Nc1ccc(Cl)c(Cl)c1,-3%,0.3,17%,0,·,-11%,-10%,-7%
COc1ccc(/C=N/NC(=O)C(=O)N2CCCC2)cc1,?,-0.2,7%,-8,14%,-24%,15%,-11%
O=C(CSc1nnc(Cc2ccccc2)o1)Nc1ccc(Br)cn1,1%,2.2,-21%,2,1%,-7%,0%,-13%
CCC(C)c1ccc(NC(=O)Nc2cccnc2)cc1 (stereo not given),2%,-3.0,-4%,9,9%,-3%,-3%,16%
COc1ccc(N2C(=O)CC(NCc3cccs3)C2=O)cc1 (stereo not given),-7%,-1.7,1%,-5,12%,-1%,0%,0%
COc1ccc2nc(NC(=O)CCN3C(=S)NC(C)(C)CC3C)sc2c1 (stereo not given),5%,-0.1,1%,-6,·,-1%,-3%,-1%
CC[C@]12c3[nH]c4ccc(Cl)cc4c3CCN1C(=O)[C@@H](CC(=O)NCCCn1ccnc1)C[C@@H]2C(=O)N1CCN(C(=O)c2ccco2)CC1,-4%,-0.2,1%,-3,14%,-3%,8%,-10%
CCN1C(=O)NC(c2cccnc2)C(C(=O)OC)=C1C (stereo not given),5%,-3.4,9%,·,-1%,-5%,-4%,-14%
Cc1ccc(-c2nc3ccc(Cl)cn3c2Cc2cccc(Cl)c2)cc1,-6%,-0.5,-11%,3,?,-27%,15%,-12%
COC1=CC(=O)OC(c2ccc(C(F)(F)F)cc2)C1 (stereo not given),-5%,-0.3,-8%,4,16%,-7%,-4%,8%
CCOc1cc(NC(=S)NCC2CCCO2)c(OCC)cc1NC(=O)c1ccccc1 (stereo not given),-5%,0.3,19%,3,7%,1%,11%,-13%
CC(=O)Nc1nonc1-c1nc2ccccc2n1CCC(C)C,1%,-3.8,0%,10,·,1%,-7%,2%
O=C(CCCOc1ccccc1)NCCc1nc2ccccc2[nH]1,-2%,-4.2,-2%,0,-8%,-16%,-10%,6%
CCOC(=O)CNC(=S)n1cnc(N)n1,-15%,-0.5,-8%,9,-2%,-23%,-9%,-4%
CC(=O)N1CCc2cc(S(=O)(=O)NCC(=O)NCc3ccc(F)cc3)ccc21,-2%,0.2,-1%,0,-7%,-20%,-2%,-5%
c1ccc(Cn2c(CNc3nc4ccccc4n3CCN3CCOCC3)nc3ccccc32)cc1,-8%,0.7,4%,·,23%,-9%,2%,6%
CCOC(=O)C1CCN(S(=O)(=O)c2ccc(Cl)cc2OC)CC1,6%,-2.5,-13%,·,21%,-11%,-1%,-3%
CC(=O)N1CCN(C(=O)COC(=O)COc2ccc(C#N)cc2)CC1,0%,-4.5,-2%,0,-10%,2%,4%,-11%
O=C(NCc1cccnc1)[C@@H]1CC=C[C@@H]2CCN(Cc3ccccc3)C(=O)[C@@H]21,2%,-0.2,1%,6,-11%,3%,6%,4%
COc1cccc(N2CCN(C(=O)c3cccc(NC4=NC5CS(=O)(=O)CC5S4)c3)CC2)c1 (stereo not given),3%,-1.7,5%,3,11%,-6%,-3%,-4%

3 of the entries above in order of the WRN helicase inh value, highest first:
SMILES	WRN helicase inh
CC(=O)N1CCN(C(=O)COC(=O)COc2ccc(C#N)cc2)CC1	0%
c1ccc(Cn2c(CNc3nc4ccccc4n3CCN3CCOCC3)nc3ccccc32)cc1	-8%
O=C(Nc1cccc([N+](=O)[O-])c1)c1cc2ccccc2cc1O	-22%

Some of the entries so far, with each value named:
> COc1cccc(N2CCN(C(=O)c3cccc(NC4=NC5CS(=O)(=O)CC5S4)c3)CC2)c1 (stereo not given)
  WRN helicase inh: 3%	IL-2 act: -1.7	Abeta yeast res: 5%	PI5P4Ka inh: 3	FUS yeast rescue: 11%	PLK1 PBD inh: -6%	EPAC1 agonist: -3%	EPAC1 antag: -4%
> COc1ccc2nc(NC(=O)CCN3C(=S)NC(C)(C)CC3C)sc2c1 (stereo not given)
  WRN helicase inh: 5%	IL-2 act: -0.1	Abeta yeast res: 1%	PI5P4Ka inh: -6	FUS yeast rescue: ·	PLK1 PBD inh: -1%	EPAC1 agonist: -3%	EPAC1 antag: -1%
> COc1ccc(N2C(=O)CC(NCc3cccs3)C2=O)cc1 (stereo not given)
  WRN helicase inh: -7%	IL-2 act: -1.7	Abeta yeast res: 1%	PI5P4Ka inh: -5	FUS yeast rescue: 12%	PLK1 PBD inh: -1%	EPAC1 agonist: 0%	EPAC1 antag: 0%
> CCC(C)c1ccc(NC(=O)Nc2cccnc2)cc1 (stereo not given)
  WRN helicase inh: 2%	IL-2 act: -3.0	Abeta yeast res: -4%	PI5P4Ka inh: 9	FUS yeast rescue: 9%	PLK1 PBD inh: -3%	EPAC1 agonist: -3%	EPAC1 antag: 16%

Next section.
structure,WRN helicase inh,IL-2 act,Abeta yeast res,PI5P4Ka inh,FUS yeast rescue,PLK1 PBD inh,EPAC1 agonist,EPAC1 antag
CCCNC(=O)C1CCN(S(=O)(=O)c2cccs2)CC1,-6%,-0.5,1%,-3,-32%,-1%,10%,-18%
CCN(CC)c1ccc(NC(=O)COc2ccccc2C)cc1S(=O)(=O)Nc1ccccc1OC,-30%,-1.9,8%,?,19%,5.3µM*,6%,-9%
COC(CNC(=O)C(C)n1nc(C)c2ccccc21)OC (stereo not given),14%,0.4,3%,3,-10%,-2%,-10%,8%
CCc1ccc(Nc2n[n+](-c3ccccc3)c(-c3ccc(OC)c(Br)c3)s2)cc1,9%,0.3,0%,7,?,?,-4%,12%
CCOC(=O)c1c(-c2ccc(C)o2)csc1NC(=O)CN1CCCCC1,-13%,-6.2,10%,-18,9%,-5%,-18%,-30%
CCCS(=O)(=O)NCCc1cc2ccc(OC)cc2[nH]c1=O,2%,0.2,-18%,-4,-1%,5%,-11%,-15%
CCOC(=O)CN1C(=O)NC2NC(=O)NC21 (stereo not given),6%,0.2,6%,-4,-5%,-2%,-5%,2%
Cc1ccc(C)c(NC(=O)CCC(=O)N/N=C/c2cc([N+](=O)[O-])ccc2O)c1,-9%[57.1 µM],0.5,-30%,3,21%,38µM*,-4%,-5%
COc1ccc(OC)c(Nc2nc(-c3sc(C)nc3C)cs2)c1,-15%,-3.4,-38%[inhibitor],0,37%,0%,7%,8%
CC(C)(C)NC(=O)NC(=O)COC(=O)c1cc(=O)[nH]c2ccccc12,-6%,0.0,-11%,1,14%,-1%,3%,-1%
